Screening results: PubChem BioAssay, National Center for Advancing Translational Sciences (NCATS)
rTrxR1 inhibitor – inhibitors of rat thioredoxin reductase 1 | Potency, µM (top dose mostly 114 µM), for the others: top-dose activity change, negative = inhibition, most hits filed as inhibitors | recombinant rTrxR1, NADPH fluorescence consumption, selenite substrate | hit rate 1% among 390,000 | O89049; note: % is set by controls: 0 for no effect and ±100 for the full control effect; nearly all actives have a fitted effect of over 65% in size
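Rat TrxR1 (90 nM in the dispensed reagent) was pre-reduced with 400 uM NADPH for 5 min at room temperature, then incubated with compound for 15 min. After 400 uM selenite was added, NADPH fluorescence (Ex 340/Em 450 nm) was followed for 8 min.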
PGK inhibitor – inhibitors of T. brucei phosphoglycerate kinase | PGK/GAPDH coupled, Kinase-Glo luminescence, 60 min | AID 602233 | Potency, µM (top dose mostly 57.5 µM), without a hit: at the highest dose activity change, negative = inhibition, usual class: inhibitors | P07378 | hit rate 0.043% among 380,000; note: % is set by controls: 0 for no effect and ±100 for the full control effect; nearly all actives have a fitted effect of over 60% in size
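Recombinant glycosomal PGK reaction used 1,3-bisphosphoglycerate generated in-well by GAPDH (100nM final) in 100mM TEA pH 7.6, 5mM MgCl2, 0.01% Tween-20. After 60 minutes at room temperature, ATP was read by Kinase-Glo Plus luminescence end-point.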
Pin1 inhibitor – blocks the human prolyl isomerase Pin1. Q13526. hit rate 0.009% among 390,000. Potency, µM (series often up to 115 µM), without a hit: at the top dose activity, negative = inhibition, most hits filed as inhibitors. Pin1 FP peptide displacement, HiFluor488, 10 min. AID 504891; active = well fitted inhibition curve with a large enough effect in the polarisation, with a control signal flat, not every such curve was filed as active; inconclusive = small, poorly fitted or top-dose-only effect, or effect the other way, or a change in a side signal; inactive = no such curve, though single readings can be large or run the other way; the % refers to the polarisation; note: % is set by controls: 0 for no effect and ±100 for the full control effect
HP1b binding inh – blocks HP1-beta chromodomain binding to methylated histone tails; P83916; AlphaScreen HP1-beta / biotin-H3K9me3 peptide binding; Potency, µM (doses to about 114 µM), for inactives: top-dose activity change, negative = inhibition, hits mostly inhibitors; hit rate 0.56% among 390,000; AID 540317; note: nearly all actives have a fitted effect of over 70% in size; inactives centre near 23
Target sequence (P83916 whole entry, looked up): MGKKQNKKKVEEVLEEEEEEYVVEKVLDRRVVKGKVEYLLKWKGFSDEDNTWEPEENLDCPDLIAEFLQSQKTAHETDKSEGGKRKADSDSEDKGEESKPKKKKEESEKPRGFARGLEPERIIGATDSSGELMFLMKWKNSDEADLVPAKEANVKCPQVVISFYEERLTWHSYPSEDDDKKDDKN
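HP1-beta protein (50 nM final) preincubated 30 min at room temperature with biotinylated H3(1-18)K9me3 peptide (50 nM) in PBS pH 7.4, 0.01% Tween-20, then compound added for 30 min. AlphaScreen streptavidin donor/nickel chelate acceptor beads (10 ug/mL final), 30 min dark, luminescence read.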
JMJD2A Tudor inh – blocks the human JMJD2A Tudor domain | O75164 | AlphaScreen JMJD2A-Tudor / H3K4me3 peptide binding | Potency, µM (highest dose often 114 µM), inactives show top-dose activity change, negative = inhibition, usual class: inhibitors | hit rate 4.4% among 390,000; note: % is set by controls: 0 for no effect and ±100 for the full control effect; nearly all actives have a fitted effect of over 50% in size
12-LOX inh – blocks human arachidonate 12S-lipoxygenase. purified 12hLO, xylenol orange hydroperoxide absorbance. Potency, µM (top dose mostly 108 µM), inactives show top-dose activity change, negative = inhibition, most hits filed as inhibitors. hit rate 1.1% among 580,000. AID 1671190; note: % is set by controls: 0 for no effect and ±100 for the full control effect
Target sequence (P18054 whole entry, looked up): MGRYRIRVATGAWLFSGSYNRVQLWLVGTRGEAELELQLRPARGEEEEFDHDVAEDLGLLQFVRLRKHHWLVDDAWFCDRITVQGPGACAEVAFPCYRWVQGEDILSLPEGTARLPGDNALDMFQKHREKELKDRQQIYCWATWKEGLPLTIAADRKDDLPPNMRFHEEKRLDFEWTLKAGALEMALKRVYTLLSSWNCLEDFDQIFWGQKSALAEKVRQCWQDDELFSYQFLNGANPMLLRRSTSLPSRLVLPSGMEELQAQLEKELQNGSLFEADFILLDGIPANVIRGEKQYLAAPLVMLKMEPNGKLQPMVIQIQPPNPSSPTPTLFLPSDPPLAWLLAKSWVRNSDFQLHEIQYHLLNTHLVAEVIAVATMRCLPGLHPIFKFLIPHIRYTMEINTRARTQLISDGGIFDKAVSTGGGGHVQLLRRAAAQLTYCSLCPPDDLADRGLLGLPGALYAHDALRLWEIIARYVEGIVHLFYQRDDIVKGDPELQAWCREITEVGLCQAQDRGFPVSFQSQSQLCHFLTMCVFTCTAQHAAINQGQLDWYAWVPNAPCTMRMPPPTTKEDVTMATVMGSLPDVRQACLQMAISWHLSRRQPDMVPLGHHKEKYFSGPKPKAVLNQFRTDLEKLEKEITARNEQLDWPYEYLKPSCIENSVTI
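Purified human 12hLO at 150 nM in 25 mM Hepes, 0.01% Triton X-100, pH 7.0, preincubated 15 min at room temperature with compound. Reaction started with 40 uM arachidonic acid, 30 min at room temperature. Hydroperoxide measured by Fe-xylenol orange, 573/405 nm absorbance ratio.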
GLS inhibitor – inhibitors of human glutaminase (GLS) | GLS enzymatic activity, qHTS titration | Potency, µM (highest dose often 45.5 µM), for the others: top-dose activity change, negative = inhibition, actives largely listed as inhibitors | hit rate 0.21% among 410,000; note: % is set by controls: 0 for no effect and ±100 for the full control effect
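Two-point fluorescence kinetic (t0, 30 min RT) for hKGA; glutamate detected via glutamate oxidase–HRP–Amplex Red. Substrate: 1 mM L-glutamine solution; buffer 45 mM KH2PO4, pH 8.2.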
RGS4 inhibitor – human RGS4 inhibition | P49798 | AID 504845 | Potency, µM (doses to about 114 µM), without a hit: at the highest dose activity change, negative = inhibition, most hits filed as inhibitors | hit rate 0.039% among 390,000 | Transcreener GDP fluorescence polarization, RGS4-accelerated GTP hydrolysis; note: % is set by controls: 0 for no effect and ±100 for the full control effect; nearly all actives have a fitted effect of over 75% in size; some results filed as inactive show a strong effect at the top dose
Target sequence (P49798 whole entry, looked up): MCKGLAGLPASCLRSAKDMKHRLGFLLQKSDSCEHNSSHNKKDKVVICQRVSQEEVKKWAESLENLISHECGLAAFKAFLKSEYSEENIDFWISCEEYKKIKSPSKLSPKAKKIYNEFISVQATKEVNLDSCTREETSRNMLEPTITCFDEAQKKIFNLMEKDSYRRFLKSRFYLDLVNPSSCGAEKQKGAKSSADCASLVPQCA
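MLSMR compounds (23 nl, pin-transferred) preincubated 10 min at room temperature with a 500nM (2x) first reagent, then RGS4 at 900nM (2x) plus Transcreener GDP mix added; fluorescence polarization (620/688 nm) read before and after 90 min at 30 °C.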
ERG Ets-DNA blk – blocks human ERG Ets domain binding to DNA; fluorescence polarization, His-ERG Ets domain / labelled DNA; Potency, µM (doses to about 76.9 µM), without a hit: at the top dose FP activity, negative = inhibition, usual class: inhibitors; hit rate 0.028% among 370,000; P11308; active = well fitted inhibition curve with a large enough effect in the polarisation, with a control signal flat; inconclusive = small, poorly fitted or top-dose-only effect, or effect the other way, or a change in a side signal; inactive = no such curve, though single readings can be large or run the other way; the % refers to the polarisation;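 note: polarization taken with two DNA probes labelled with fluorescein and Texas red; % of control where 0% means no effect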
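His-tagged ERG Ets domain (1 uM in the protein solution; 300mM KCl, 50mM Tris-HCl, 1mM EDTA, 1mM DTT, pH 7.5) received compound, then a probe mix of 5 nM fluorescein-DNA and 100nM Texas-615-DNA. Fluorescence polarization was read for both dyes.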
* = called active by the depositor; i = inactive; ? = inconclusive; nt = no result given; & = joins results of further samples; [ ] = dose if it differs, or a comment. Unless noted, calls come from the whole dose curve; as a rule, active = well fitted curve in the direction sought with a large enough effect; inconclusive = small, poorly fitted or top-dose-only effect, or another doubt; inactive = no such curve, though single readings can be large; an effect the other way counts as inactive or inconclusive. Potency is the fitted concentration of half-maximal effect. These rows are one share of the data; count on the stated rates, not on these rows.

Preview:
Pin1 inhibitor	ERG Ets-DNA blk	RGS4 inhibitor	PGK inhibitor	GLS inhibitor	rTrxR1 inhibitor	HP1b binding inh	12-LOX inh	JMJD2A Tudor inh	structure
-1%	-10%	10%	0%	15%	8%[57.1 µM]	-22%	3%	?	CCN(CC)c1ccc(CNc2ccc(Br)cn2)cc1
-2%	1%	3%	-8%	nt	-23%	37%[activator]	-18%	13%	CCOC(=O)CNC(=O)CSc1nnc(-c2ccncc2)n1-c1ccc(Cl)cc1

The whole of this part, from the start:
Pin1 inhibitor	ERG Ets-DNA blk	RGS4 inhibitor	PGK inhibitor	GLS inhibitor	rTrxR1 inhibitor	HP1b binding inh	12-LOX inh	JMJD2A Tudor inh	structure
-1%	-10%	10%	0%	15%	8%[57.1 µM]	-22%	3%	?	CCN(CC)c1ccc(CNc2ccc(Br)cn2)cc1
-2%	1%	3%	-8%	nt	-23%	37%[activator]	-18%	13%	CCOC(=O)CNC(=O)CSc1nnc(-c2ccncc2)n1-c1ccc(Cl)cc1
16%	nt	25%	nt	18%	24%	12%	10%	-16%	COc1cccc(C(=O)CSc2nnc(-c3cc(OC)c(OC)c(OC)c3)o2)c1
2%	9%	-18%	-8%	-6%	13%	20%	7%	-1%	O=C(CNC(=O)c1ccc(Cl)cc1)OCC(=O)c1ccccc1
-1%	nt	3%	-2%	6%	-12%	22%	1%	-6%	COc1ccc(C)cc1NC(=S)N1CCN(c2ccccn2)CC1
0%	20%	7%	-5%	15%	4%[57.1 µM]	41%[activator]	-19%	0%	COc1cccc(NC(=O)CN(C)C(=O)CCNC(=O)c2ccccc2OC)c1
-5%	6%	-13%	-9%	4%	-18%	39%	-19%	-20%	O=C(NCc1ccccc1)C1Cc2ccccc2CN1C(=O)c1ccco1 (stereo not given)
?	-2%	-1%	-3%	-2%	-3%[57.1 µM]	19%	5%	-2%	COC(=O)c1ccc(C(=O)OC)c(NC(=O)Nc2ccc3c(c2)OCO3)c1
2%	0%	2%	i	12%	-15%	15%	-19%	-20%	OCCN1CCN(CCCc2c3c(cc4c2CCC4)CCC3)CC1
-5%	-14%	-13%	-2%	22%	-5%	-4%	44%[activator]	89µM*	NC(=O)C1CCN(C(=O)CN2CCN(c3cccc(C(F)(F)F)c3)CC2)CC1
-5%	nt	-3%	-8%	6%	17%	15%	-3%	-6%	Cc1cc(C)n2nc(SCC(=O)c3ccccc3)nc2n1
1%	2%	-27%	i	3%	9%[57.1 µM]	27%	-2%	-10%	Cc1cc(NC(=O)C2CCCCC2)n(-c2nc3ccccc3[nH]2)n1
-7%	-4%	-5%	-2%	-1%	-7%	28%	?	-12%	Cc1ccc(S(=O)(=O)NCc2ccccc2)cc1C(=O)N(C)CC(=O)Nc1c(Cl)cccc1Cl
-1%	-1%	-23%	4%	-11%	-10%	28%	5%	-17%	COc1cccc(-c2nn(-c3ccccc3)cc2C(=O)Nc2nccs2)c1
7%	4%	0%	-4%	-5%	8%	44%[activator]	12%	-4%	N#Cc1ccc(OCC(=O)OCC(=O)Nc2sccc2C(N)=O)cc1
-3%	-6%	8%	-3%	2%	-8%[57.1 µM]	-11%	17%	-6%	CC1CCN(S(=O)(=O)CCNC(=O)c2ccc3c(c2)OCO3)CC1
1%	9%	16%[56.9 µM]	-4%	1%	19%	8%	-12%	-24%	CN1CCN(/N=C2/C(=O)Nc3ccc([N+](=O)[O-])cc32)CC1
-1%	0%	-10%	1%	-7%	23%[57.1 µM]	17%	2%	11%	O=C(Nc1ccccc1C(=O)N1CCCC1)C1COc2ccccc2O1 (stereo not given)
-11%	-4%	3%	i	-12%	-12%	30%[activator]	-2%	-4%	CCOC(=O)C1CCCN(C(=O)c2ccc(C)c([N+](=O)[O-])c2)C1 (stereo not given)
3%	10%	15%	-2%	14%	41%[activator]	19%	?	-6%	Nc1nc(SCC(=O)Nc2ccc([N+](=O)[O-])cc2)[nH]c(=O)c1NC(=O)c1ccc(Br)cc1
-3%	10%	-42%	-3%	-11%	3%[57.1 µM]	57%[activator]	-12%	-11%	O=C(CC1CCCC1)NCCS(=O)(=O)N1CCN(c2ccccc2F)CC1
-14%	-5%	26%	-9%	0%	7%	25%	10%	-8%	COC(=O)[C@H](CCSC)NC(=O)NCc1cccs1
2%	-14%	-14%	0%	-3%	6%	48%[activator]	?	-3%	CC(C)(C)OC(=O)N1CCC(C(=O)Nc2ccc(C(=O)N3CCCC3)cc2)CC1
1%	1%	14%	0%	-4%	-6%	122%[activator]	5%	87%[activator]	Cc1ccc2c(c1)-c1cc(C)ccc1C2=O
-1%	-5%	33%	3%	4%	3%	18%	18%	-22%	CCOc1ccc(S(=O)(=O)Nc2cccc(C(=O)N(C)CC(=O)Nc3cccc(OC)c3)c2)cc1
-2%	-23%	-9%	i	-8%	7%	17%	4%	-15%	CCN(CC(=O)Nc1c(F)cccc1F)C(=O)c1ccc(=O)n(Cc2ccccc2)n1
5%	2%	-31%	-7%	-9%	10%	40%[activator]	0%	-23%	CSc1ccccc1NC(=O)CN(C)CC(=O)Nc1cccc(Br)c1
-7%	-11%	-9%	i	-16%	16%	6%	3%	-12%	O=C(Nc1ccc(SC(F)F)cc1)c1cc(-c2cccs2)on1
-10%	-14%	-21%	-1%	-15%	3%	44%[activator]	-2%	-8%	CC(C)Cc1nnc(NC(=O)CN2C(=O)C3CCCCC3C2=O)s1 (stereo not given)
3%	-11%	?	2%	7%	-5%	?	?	?	CCN(CC)S(=O)(=O)c1ccc(O)c(NC(=O)COc2ccc(S(=O)(=O)N3CCOCC3)cc2)c1
-8%	-3%	-2%	-4%	-11%	45µM*	?	?	71µM*	CCOc1ccc(-c2nc(S(=O)(=O)c3ccccc3)c(N3CCC(C(N)=O)CC3)o2)cc1
-10%	-3%	7%	-6%	0%	4%	29%	?	-15%	C[C@H](NC(=O)OCc1ccccc1)c1nnc([C@H](Cc2ccccc2)NC(=O)OC(C)(C)C)o1
-14%	-13%	11%	2%	-9%	-7%	16%	-15%	-9%	O=C(c1cc2ccccc2oc1=O)N(c1ccccc1)C1C=CS(=O)(=O)C1 (stereo not given)
1%	-2%	-8%	-1%	2%	-22%[57.1 µM]	52%[activator]	-2%	-14%	CCCCOc1ccc(CNC(=O)c2cnc3sc(N4CCC(C)CC4)nn3c2=O)cc1
-2%	-6%	4%	-1%	12%	14%	21%	-4%	-2%	O=c1cc(-c2ccc(Cl)cc2)nc(N2CCN(c3ccccc3)CC2)[nH]1
1%	11%	1%	i	5%	-6%	31%	-27%	-11%	Cc1cccc(NC(=O)CSc2nnc(-c3n[nH]c4ccccc34)o2)c1
-1%	0%	-12%	-3%	28%	-9%[57.1 µM]	24%	162%[activator]	-10%	c1ccc(N2CCN(c3ncccn3)CC2)cc1
-2%	3%	-28%	1%	-1%	11%[57.1 µM]	30%	156%[activator]	-8%	CCC1(C)N([O-])C(C)=C(c2ccccc2)[N+]1=O (stereo not given)
?	22%	-5%	-2%	12%	-18%	28%	0%	-23%	N#Cc1ccsc1NC(=O)CN1C(=O)NC2(CCCCC2)C1=O
-6%	17%	2%	-4%	-5%	-16%	22%	8%	-16%	CCCCn1c(N)c(N(CCOC)C(=O)c2c(-c3ccccc3)noc2C)c(=O)[nH]c1=O
-2%	-1%	2%	-3%	23%	23%	-13%	-24%	-10%	CC(NC(=O)CSc1n[nH]c(N)n1)c1ccccc1 (stereo not given)
-5%	0%	1%	i	-14%	3%	13%	0%	-9%	Cc1cccc(C)c1OC(=O)CSc1nnc(-c2ccc3c(c2)OCO3)o1
10%	-22%	-32%	-7%	-9%	17%[57.1 µM]	?	?	?	[O-]/C(=C(\C(=S)NCc1ccccc1)[n+]1ccccc1)c1ccc(Cl)cc1
-11%	-16%	5%	-8%	-13%	13%[57.1 µM]	2%	-8%	-4%	O=c1[nH]cnc2c1c(-c1ccccc1)cn2-c1ccc(Br)cc1
3%	-4%	-12%	-2%	-1%	15%	-21%	-5%	-14%	CC1Cc2ccccc2N1C(=O)C1CC(=O)N(c2ccccc2)C1 (stereo not given)
-1%	-3%	-10%	2%	18%	12%[57.1 µM]	50%[activator]	-5%	-14%	COc1ccc(SCCN2CC[C@@H](C(C)(C)C)CCC2=O)cc1
-2%	-3%	-13%	-2%	-6%	14%	19%	-9%	-16%	CN=C(Nc1ccc(C)c(C)c1)SC1CC(=O)N(c2ccc(OC)cc2)C1=O (stereo not given)
2%	-2%	6%	-7%	11%	17%	30%	0%	-11%	COc1ccc(CC(=O)Nc2ccc(-c3noc(-c4cccc(OC)c4)n3)cc2)cc1
-5%	10%	17%	2%	-11%	28%	33%	nt	-10%	O=C1c2ccccc2S(=O)(=O)N1CCS(=O)(=O)c1ccc(F)cc1
1%	nt	-10%	nt	-3%	5%	25%	0%&12%	-9%	Cc1cc(=O)n2c3ccccc3n(CC(O)CN3CCCCC3)c2c1C#N (stereo not given)
1%	12%	-18%	-13%	-11%	8%[57.1 µM]	?	?	2.2µM*	Cc1cccc(CN2CCN(C(=O)c3cccc4ccccc34)CC2)c1
20%	-1%	21%	24%	-1%	15%	20%	-20%	-15%	O=C(Nc1nc(-c2ccccc2Cl)cs1)c1cccnc1
-2%	-3%	8%	-6%	5%	10%	18%	1%	-19%	CC(=O)Nc1ccc(NC(=O)COc2cccc3c2OC(C)(C)C3)cc1
